Compound activity from PubChem BioAssay.
hcGAS lum: human cGAS inhibition; recombinant h-cGAS, ATP depletion, Kinase-Glo luminescence; hit rate 0.081% among 290,000; Q8N884; inhibition, % at 12.5 µM;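 note: 0% = vehicle reaction and 100% = reaction without DNA for no activity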
Target sequence (Q8N884 whole entry, looked up): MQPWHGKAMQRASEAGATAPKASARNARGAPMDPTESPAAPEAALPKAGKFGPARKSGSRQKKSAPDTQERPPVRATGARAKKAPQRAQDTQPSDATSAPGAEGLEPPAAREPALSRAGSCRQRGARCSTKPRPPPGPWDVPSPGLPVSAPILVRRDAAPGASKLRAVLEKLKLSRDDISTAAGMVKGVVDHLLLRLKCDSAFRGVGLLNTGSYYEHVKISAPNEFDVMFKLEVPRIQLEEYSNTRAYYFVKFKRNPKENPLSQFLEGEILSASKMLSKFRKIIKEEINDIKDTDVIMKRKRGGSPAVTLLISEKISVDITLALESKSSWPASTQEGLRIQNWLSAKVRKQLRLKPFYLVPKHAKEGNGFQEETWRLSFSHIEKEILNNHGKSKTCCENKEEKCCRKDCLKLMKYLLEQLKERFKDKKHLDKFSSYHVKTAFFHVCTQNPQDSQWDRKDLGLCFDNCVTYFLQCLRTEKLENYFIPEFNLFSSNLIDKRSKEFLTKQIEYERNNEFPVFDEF
mcGAS lum: inhibitors of mouse cGAS | Q8C6L5 | recombinant cGAS, Kinase-Glo ATP depletion luminescence | inhibition, % at 12.5 µM | hit rate 0.15% among 160,000 | AID 1259399;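 note: 0% = negative control wells and 100% = reference inhibitor with no enzyme activity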
NPYLR7 ag: mosquito NPYLR7 agonism; HEK293T NPYLR7/Galpha15, GCaMP6s calcium fluorescence; hit rate 0.15% among 270,000; activation, % at 10 µM; AID 1259423; in the data active = activation above about 40%;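 note: 0% = vehicle and 100% = reference agonist at the receptor; some compounds past the cut are filed as inactive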
* = called active by the depositor; nt = not tested or not shown; & = joins results of further samples. Cut-off read from the data, not from the text of the source, unless noted: active = inhibition above about 40%; inactive = the rest.

Results follow in this order: hcGAS lum | mcGAS lum | NPYLR7 ag
> CCn1c(CN(C)C2CCC(C)CC2)nc2cc(S(=O)(=O)N(C)C)ccc21 (stereo not drawn)
 : -8 | nt | 10
> CC(COc1cccc(F)c1)NC(=O)c1ccc(Cl)s1 (stereo not drawn)
 : -6 | nt | 3
> Cc1c(C(=O)N2CCc3ccccc3C2)cnc2c(-c3cccc(C(F)(F)F)c3)cnn12
 : -15 | -8 | 2
> CC(=O)N1CCN(C(=O)c2ccc3nc(C)c(N(C)C(=O)CCc4ccccc4)n3c2)CC1
 : -6 | -5 | 20
> CCC(C)CN(CC(=O)N1CCc2sccc2C1COc1ccc(C)cc1C)C(=O)Nc1ccc(C)cc1 (stereo not drawn)
 : -2 | -4 | -3
> Cn1c(CN2CCCC(CCC(=O)Nc3ccc(C(F)(F)F)cc3)C2)nc2ccccc21 (stereo not drawn)
 : -10 | -11 | 21
> CC(=O)N1CCCC(c2nnc(Cc3ccccc3)s2)C1 (stereo not drawn)
 : -9 | -9 | -5
> CCOC(=O)c1c(NC(=O)COc2ccccc2)sc(C(=O)Nc2ccccc2OC)c1C
 : -3 | nt | -6
> Cc1ccc(C(=O)N2CCN(c3nccc(-c4ccc(N5CCOCC5)cc4)n3)CC2)cc1C
 : -6 | -4 | 13
> COc1ccc(C2(C(=O)N3CCc4c(nc(C)[nH]c4=O)C3)CCCC2)cc1
 : -4 | nt | 8
> O=C(NCc1ccco1)c1ccc(CSc2nnc(Cc3ccccc3)n2-c2ccc(F)cc2)cc1
 : -3 | -5 | nt
> CNc1nc(Nc2ccc(F)cc2)c2nccnc2n1
 : -8 | -6 | 1
> O=C(c1cc(COc2ccc3c(c2)CCCC3)on1)N1CCN(C2CCCC2)C(=O)C1
 : -4 | nt | 10
> COc1cc(/C=C2\N=C(c3cccc(C)c3)OC2=O)cc(OC)c1OC
 : -4 | nt | 1
> Cc1cc(C(=O)N(Cc2ccccn2)c2nc3ccc(F)cc3s2)n(C)n1
 : -4 | nt | 8
> CCc1nc(CCNc2ncnc(-n3cccn3)c2N)sc1C
 : -11 | -16 | 4
> Cc1nc(CC(=O)N2CCOC(Cc3ccccc3)C2)c(C)s1 (stereo not drawn)
 : 0 | -5 | 26
> CCCc1c(C)nc2c(Br)cccc2c1SCC(=O)O
 : -1 | 1 | 2
> C=CCN(Cc1nc2ccccc2[nH]1)Cc1nc(-c2ccccc2)no1
 : -6 | -9 | 2
> C[C@]12CCC(=O)C=C1CCC1C2[C@@H](O)C[C@@]2(C)C1CC[C@]2(O)C(=O)CO (stereo partly drawn)
 : -2 | nt | 5

Sorted by length of the SMILES (high to low): part of the list above.
Results follow in this order: hcGAS lum | mcGAS lum | NPYLR7 ag
> CC(=O)N1CCN(C(=O)c2ccc3nc(C)c(N(C)C(=O)CCc4ccccc4)n3c2)CC1
 : -6 | -5 | 20
> CCn1c(CN(C)C2CCC(C)CC2)nc2cc(S(=O)(=O)N(C)C)ccc21 (stereo not drawn)
 : -8 | nt | 10
> Cc1cc(C(=O)N(Cc2ccccn2)c2nc3ccc(F)cc3s2)n(C)n1
 : -4 | nt | 8
> CCCc1c(C)nc2c(Br)cccc2c1SCC(=O)O
 : -1 | 1 | 2

(list continues)
Results follow in this order: hcGAS lum | mcGAS lum | NPYLR7 ag
> O=C(CCl)Nc1ccc(OC(F)F)c(Cl)c1
 : -10 | nt | 0
> CCN(CC)C(=O)Oc1ccc2c(ccn2Cc2cc(C)cc(C)c2)c1NC(=O)c1ccno1
 : -4 | -5 | -3
> Oc1ccc(Cl)cc1CN1CCCn2cccc2C1c1cccc(C(F)(F)F)c1 (stereo not drawn)
 : 2 | 0 | 1
> Cc1cn2c3c(=O)n(C)c(=O)n(C)c3nc2n1C(C)c1ccccc1 (stereo not drawn)
 : 9 | nt | -2
> Cc1cc(C)c2[nH]c(=O)c(CN3CCN4CCN(C)CC4C3)cc2c1 (stereo not drawn)
 : -7 | nt | 27
> CCOc1ccc(NC(=S)Nc2ccc(C)cn2)cc1
 : -1 | -1 | -3
> CCC(CO)N(Cc1ccco1)C(=O)Cc1ccc(F)cc1C (stereo not drawn)
 : -2 | nt | -1
> Fc1ccc2nc(SCc3cccnc3)[nH]c2c1
 : -11 | nt | -4
> O=[N+]([O-])c1ccc2sc(-c3nc4ccccc4s3)cc2c1
 : -4 | nt | -6
> CC(C)Cn1c(N)c(-c2csc(C(C)C)n2)c(=O)n(C)c1=O
 : -16 | nt | 2
> CC1CCC(N(C)C(=O)c2cccc(S(=O)(=O)N3CCCC3)c2)CC1 (stereo not drawn)
 : -6 | nt | 11
> CCCCC(=O)N1CCSC1c1cccc(F)c1 (stereo not drawn)
 : -8 | -5 | 19
> O=C(Nc1nnc(C2CC2)s1)c1cccnc1N1CCCCC1
 : -2 | -4 | -2
> COc1ccc2c(c1)-c1ccccc1S(=O)(=O)N2
 : -1 | nt | -9
> COc1ccc(OCc2ccc(-c3nc(C#N)c(N4CCN(C)CC4)o3)o2)cc1
 : -8 | -8 | 1
> O=C(CNCC1CCCO1)N(Cc1ccccc1)Cc1cccs1 (stereo not drawn)
 : -9 | -7 | -6
> Cc1c(-c2nccn2CCn2ccnc2)oc2ccccc12
 : -7 | nt | 4
> CCn1ncc2c1NC(=O)CC2c1cnc(COC)nc1 (stereo not drawn)
 : -4 | -4 | 1
> CCc1ccc(CN2CCOCC(CN(C)C)C2)nc1 (stereo not drawn)
 : -4 | -10 | 6
> CSc1nc(C)cc(-n2cc(Br)c(=O)[nH]c2=O)n1
 : -3 | -4 | 1
> Cc1cc(C)n2c(Nc3c(C)cccc3C)c(Cc3ccccc3)nc2n1
 : -5 | -5 | -4
> O=C(O)c1nc(Cl)c(Cl)c(N2CCCCC2)c1Cl
 : -4 | nt | 0
> COc1ccc(-c2cc(C(=O)NC(C)C)n3nc(-c4ccc(Cl)cc4)cc3n2)cc1
 : -5 | -5 | 3
> COc1ccc(-c2[nH]ncc2CN(C)C(C)c2nccs2)c(OC)c1 (stereo not drawn)
 : -8&0 | -4 | 10&39
> CC(=O)Nc1ccc(CSc2nc3cc(S(=O)(=O)N4CCOCC4)ccc3n2CC2CCCO2)cc1 (stereo not drawn)
 : 4 | -9 | -9
> CC(=O)N(CN1C(=O)c2cccc([N+](=O)[O-])c2C1=O)c1ccc(C)cc1
 : -7 | -3 | 0
> Cc1cc(C(=O)N(Cc2ccco2)c2nc3ccc(F)cc3s2)no1
 : -2 | nt | -3
> CC(=O)Nc1cccc(-c2cnn3cccnc23)c1
 : -2 | -2 | 0
> CCCN1CCC(C)(C(=O)Nc2cc(-c3ccccc3)nn2C)C1 (stereo not drawn)
 : -14 | nt | 1
> CN(CCC(=O)NC(=O)NC12CC3CC(CC(C3)C1)C2)CCc1ccccn1
 : -7 | -15 | -2
> CCN1CC(C(=O)Nc2ccc(-c3ncn[nH]3)cc2)CC1=O (stereo not drawn)
 : -5 | -10 | 4
> CCOC(=O)C1CCCN(C(=O)c2coc(CN(CCc3c[nH]c4ccccc34)Cc3cccc(OC)c3OC)n2)C1 (stereo not drawn)
 : -4 | -8 | nt
> O=C(CCC1CCN(C(=O)c2ccc(F)cc2Cl)CC1)NCc1cccnc1
 : -9 | nt | 3
> CCOC(=O)c1nc2ccccc2nc1N1CCN(C(=O)c2ccc(C#N)cc2)CC1
 : -9 | -4 | 9
> COCc1ccc(CN2CCCC(C(=O)Nc3ccc(-c4cscn4)cc3)C2)o1 (stereo not drawn)
 : -10 | nt | 9
> O=[N+]([O-])c1nc(-c2ccc(F)cc2)n[nH]1
 : 17 | nt | 0
> Cc1nc2ccccc2n1CC(=O)N1CCN(C)CC1C (stereo not drawn)
 : -7 | -17 | 21
> Cc1ccc(C(=O)Nc2c(F)cccc2Br)s1
 : -15&-15 | -15 | 7&-2
> COc1ccccc1NC(=O)N(Cc1ccc(OC)c(OS(=O)(=O)c2ccc(F)cc2)c1)Cc1ccco1
 : -12 | -6 | 4
> CCN(CC)C(=O)Oc1ccc2c(ccn2Cc2ccccc2Cl)c1NC(=O)c1ccc(F)cc1F
 : -8 | -9 | 1
> COCc1c(C(=O)Nc2ccc(NC(C)=O)cc2)nnn1-c1cc(C)cc(C)c1
 : -10 | -6 | 3
> CCc1nc(CSc2nnnn2C(C)C)cs1
 : -8 | nt | 8
> Cc1cc(C)nc(SCCn2c(N3CCCC3)nc3c2c(=O)[nH]c(=O)n3C)n1
 : -5 | nt | -1
> O=C(Nc1ccccc1F)c1cc(C2CC2)n(C2CCS(=O)(=O)C2)n1 (stereo not drawn)
 : 2 | -4 | 3
> CC1CCCN(C(=O)CCCNC(=O)C(C)(C)C)C1 (stereo not drawn)
 : 3 | nt | -1
> CCN(C)C(=O)c1nnc(N2CCCCC2)c2ccccc12
 : -19 | nt | 5
> CCOC(=O)c1ccc(NC(=O)Nc2ccc(N3CCCC3)c(C(=O)NCCOC)c2)cc1
 : 3 | -1 | -2
> COc1cn(CC(=O)Nc2cccc([N+](=O)[O-])c2)c(CSc2ncccn2)cc1=O
 : -6 | -9 | 17
> Cc1cccc(-n2nc([N+](=O)[O-])c(=NC3CCCCCC3)n2O)c1
 : -8 | nt | -13
> CCOC(=O)C1(Cc2ccccc2)CCN(Cc2ccc3nsnc3c2)CC1
 : -7 | nt | 12
> COc1ccc(-c2nc(N(CCCN3CCOCC3)CCC(=O)N3CCN(c4ccccc4F)CC3)c3ccccc3n2)cc1
 : -5 | -8 | 1
> Cc1ccc(C)c(-c2[nH]ncc2CN2CCCC(Nc3ccc4c(c3)OCO4)C2)c1 (stereo not drawn)
 : -4 | -8 | nt
> Cc1cc2c(c(=O)o1)C(c1ccncc1)C(C#N)=C(N)O2 (stereo not drawn)
 : -4 | -4 | 2
> CN(C)c1ccc(CN2C[C@H](Oc3ccccn3)[C@H]3C[C@@H]2Cc2c3[nH]c3ccccc23)cc1
 : -3 | -8 | 27
> CCN1CCN(C2CCN(C(=O)C3CCC(=O)N(Cc4ccccc4F)C3)CC2)CC1 (stereo not drawn)
 : -7 | -10 | 5
> CCCc1cnc(C)nc1N1CCN(Cc2cccc3[nH]ccc23)CC1
 : -7 | -9 | 9
> CN(Cc1ccc2nsnc2c1)Cc1nc(COc2ccccc2)no1
 : 1 | nt | 5
> COc1cccc(-c2nnc3n2N=C(c2ccc(O)c(O)c2)CS3)c1
 : 6 | nt | 0
> CCOCCOC(=O)C1=C(C)NC2=C(C(=O)CCC2)C1c1cc(OC)c(OC)c(OC)c1 (stereo not drawn)
 : 0 | 1 | -10
> CN(C)c1nc(-c2ccccc2)nc2c1CN(C(=O)c1cc(C(F)(F)F)cc(C(F)(F)F)c1)CC2
 : -11 | -5 | -2

The list goes on:
Results follow in this order: hcGAS lum | mcGAS lum | NPYLR7 ag
> Nc1nnc(C2CCC(=Cc3ccccc3)C2=O)s1 (stereo not drawn)
 : -1 | -2 | 1
> CCCCOCCOCC(=O)N1CCC(n2cnc3ccc(C)cc32)CC1
 : -5 | -7 | -4
> Cc1ccc(N2CC(C(=O)Nc3ccnn3C(C)C)CC2=O)c(F)c1 (stereo not drawn)
 : 5 | -1 | -2
> CN(C)CCCNc1nc2cc(-c3ccn[nH]3)sc2c(=O)n1C
 : -4 | nt | 11
> Cc1ccsc1CN(Cc1ccccc1)C(=O)CN(CC(C)C)C(=O)C(C)(C)CCl
 : -3 | -6 | -4
> CCCc1cc(Nc2ccc(OC)cc2)n2nc3nc(C)cc(C)c3c2n1
 : 5 | -2 | 1

Among those listed so far, 14 contain an NH in an aromatic ring.
Results follow in this order: hcGAS lum | mcGAS lum | NPYLR7 ag
> COc1ccc(C2(C(=O)N3CCc4c(nc(C)[nH]c4=O)C3)CCCC2)cc1
 : -4 | nt | 8
> C=CCN(Cc1nc2ccccc2[nH]1)Cc1nc(-c2ccccc2)no1
 : -6 | -9 | 2
> Cc1cc(C)c2[nH]c(=O)c(CN3CCN4CCN(C)CC4C3)cc2c1 (stereo not drawn)
 : -7 | nt | 27
> Fc1ccc2nc(SCc3cccnc3)[nH]c2c1
 : -11 | nt | -4
> CSc1nc(C)cc(-n2cc(Br)c(=O)[nH]c2=O)n1
 : -3 | -4 | 1
> COc1ccc(-c2[nH]ncc2CN(C)C(C)c2nccs2)c(OC)c1 (stereo not drawn)
 : -8&0 | -4 | 10&39
> CCN1CC(C(=O)Nc2ccc(-c3ncn[nH]3)cc2)CC1=O (stereo not drawn)
 : -5 | -10 | 4
> CCOC(=O)C1CCCN(C(=O)c2coc(CN(CCc3c[nH]c4ccccc34)Cc3cccc(OC)c3OC)n2)C1 (stereo not drawn)
 : -4 | -8 | nt
> O=[N+]([O-])c1nc(-c2ccc(F)cc2)n[nH]1
 : 17 | nt | 0
> Cc1cc(C)nc(SCCn2c(N3CCCC3)nc3c2c(=O)[nH]c(=O)n3C)n1
 : -5 | nt | -1
> Cc1ccc(C)c(-c2[nH]ncc2CN2CCCC(Nc3ccc4c(c3)OCO4)C2)c1 (stereo not drawn)
 : -4 | -8 | nt
> CN(C)c1ccc(CN2C[C@H](Oc3ccccn3)[C@H]3C[C@@H]2Cc2c3[nH]c3ccccc23)cc1
 : -3 | -8 | 27
> CCCc1cnc(C)nc1N1CCN(Cc2cccc3[nH]ccc23)CC1
 : -7 | -9 | 9
> CN(C)CCCNc1nc2cc(-c3ccn[nH]3)sc2c(=O)n1C
 : -4 | nt | 11
